p53ts 32C tox: qHTS Screen for Compounds that Selectively Target Cancer Cells with p53 Mutations: Cytotoxicity of p53ts Cells at the Permissive Temperature | 130,000 tested, 0.93% active | Potency, µM (doses to about 46.1 µM), for inactives: at the highest dose activity change, negative = cytotoxicity, actives largely listed as cytotoxic | H1299-p53A138V at 32C, ATP luminescence viability, 24 h | AID 924, 2007;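 further: 0% = DMSO and -100% = full killing by reference compound; nearly all actives have a fitted effect of over 55% in size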
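H1299-p53 A138V cells (temperature-sensitive p53) exposed 24 h to up to 46 uM compound at 32C, where p53 is wild-type in conformation. Viability read as ATP luminescence and normalised to DMSO and 100 uM tamoxifen. AC50 fitted with the Hill equation.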
p53ts 39C tox: qHTS Screen for Compounds that Selectively Target Cancer Cells with p53 Mutations: Cytotoxicity of p53ts Cells at the Nonpermissive Temperature. Potency, µM (top dose mostly 46.1 µM), for inactives: at the highest dose activity change, negative = cell killing, hits mostly cytotoxic. H1299-p53A138V viability at 39C, ATP luminescence, 24 h. 130,000 tested, 1.5% active; further: nearly all actives have a fitted effect of over 55% in size
Imprint erasure: qHTS Assay for Compounds that Induce Erasure of Genomic Imprints; 110,000 tested, 0.02% active; mouse ES Peg3-LacZ reporter, beta-gal luminescence, 40 h; Potency, µM (top dose mostly 60.7 µM), without a hit: top-dose activity change, positive = activation, hits mostly activators;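 further: 0% = negative control wells on the plate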
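Each well holds 300 Peg3LacZ-Neo (maternal) female ES cells incubated 40 h at 37C, 5% CO2. LacZ is measured by BetaGlo luminescence, with AC50 and maximum efficacy derived from dose-response curves.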
IkB signaling: IkB Signaling; ABC-DLBCL IkBa-CBG/CBR dual luciferase ratio, 4 h; response scale: scaled: untreated 0%, proteasome inhibitor 100%; 110,000 tested, 0.04% active; AID 445, 2006; Potency, µM (highest dose often 57.1 µM), for the others: at the highest dose IkBa stabilization activation; active means well fitted curve in the direction sought with a large enough effect in the signal ratio, not every such curve was filed as active; inconclusive means small, poorly fitted or top-dose-only effect, or a change in a side signal; the % refers to the signal ratio;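 further: the direction sought is a rising ratio; 0% = basal untreated cells and 100% = reference inhibitor full response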
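Luminescence ratio of IκBα-fused green versus native red beetle luciferase in OCI-Ly3 cells, 4 h post-doxycycline with compound; red signal alone, scaled from basal (0%) to zero light (-100%), flagged nonspecific or cytotoxic effects.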
The depositor's hits bear a star; [ ] = dose if it differs, or a comment. Unless noted, the call rests on the fitted dose curve; in most records, active means well fitted curve in the direction sought with a large enough effect; inconclusive means small, poorly fitted or top-dose-only effect, or another doubt; inactive means no such curve, though single readings can be large; an effect the other way counts as inactive or inconclusive. Unless noted, on the % scale 0 is the no-effect control and ±100 the full control effect; potency means the concentration at half of the fitted maximal effect.

What do the screens show for `Cc1ccc(CNC(=O)c2nc(SCc3cccc(C)c3)ncc2Cl)cc1`?
p53ts 32C tox: -2%; p53ts 39C tox: -12%; Imprint erasure: -15%[10.9 µM]; IkB signaling: -2.3%

How did Cc1ccc(SCc2nc(-c3ccccn3)no2)cc1 do in these assays?
p53ts 32C tox: -11%; p53ts 39C tox: -6%; Imprint erasure: -26%; IkB signaling: 3.5%

How did CN(C)c1ccc(-c2nc(NCCc3cnc[nH]3)c3ccccc3n2)cc1 do in these assays?
p53ts 32C tox: 5µM*; p53ts 39C tox: 5µM*; Imprint erasure: -25%; IkB signaling: -8.1%[11.4 µM]

What do the screens show for `CCS(=O)(=O)N1CCC2(CC1)OC(=O)C(C)=C2C(=O)NCc1cccc(Cl)c1`?
p53ts 32C tox: -5%; p53ts 39C tox: -7%; Imprint erasure: 23%[10.9 µM]; IkB signaling: 2.1%

Results for CCc1ccc(CNC(=O)c2sc3ncccc3c2-n2c(C)ccc2C)cc1 ?
p53ts 32C tox: 9%; p53ts 39C tox: -13%; Imprint erasure: -18%[10.9 µM]; IkB signaling: inconclusive

What do the screens show for `COCCN(Cc1ccc(C)c(Br)c1)S(=O)(=O)c1ccc2[nH]c(=O)ccc2c1`?
p53ts 32C tox: 10%; p53ts 39C tox: -17%; Imprint erasure: 28%[10.9 µM]; IkB signaling: 1.5%

How did CCC(C)[C@H](NC(=O)NCc1ccccc1Cl)C(=O)O (some centres not stated) do in these assays?
p53ts 32C tox: -17%; p53ts 39C tox: -5%; Imprint erasure: 0%; IkB signaling: -0.1%

What do the screens show for `O=C(CCC(=O)OCCCC(F)(F)C(F)(F)F)Nc1ccccc1`?
p53ts 32C tox: 3%; p53ts 39C tox: 1%; Imprint erasure: -3%; IkB signaling: 0.8%

Results for Cc1ccc(C(C)C)c(OCCCn2c(=O)oc3ccc(C)cc32)c1 ?
p53ts 32C tox: -6%; p53ts 39C tox: 0%; Imprint erasure: -5%[10.9 µM]; IkB signaling: 1.7%

Results for Cc1cc(NS(=O)(=O)c2ccc(NC(=O)c3ccoc3C)cc2)nc(C)n1 ?
p53ts 32C tox: -4%; p53ts 39C tox: -19%; Imprint erasure: -2%; IkB signaling: -0.9%

What do the screens show for `Cn1c(=O)c2c(nc(NCCCN3CCOCC3)n2Cc2ccc(Cl)c(Cl)c2)n(C)c1=O`?
p53ts 32C tox: -5%; p53ts 39C tox: -16%; Imprint erasure: -8%; IkB signaling: -1.0%

How did Cc1c(-c2ccccc2)n(-c2ccccc2O)c2nc3c(c(=O)n(C)c(=O)n3C)n12 do in these assays?
p53ts 32C tox: 4%; p53ts 39C tox: 11%; Imprint erasure: 4%[10.9 µM]; IkB signaling: inconclusive

What do the screens show for `CCOc1ccc(-n2nc3ccc(NC(=O)COc4ccccc4C)cc3n2)cc1`?
p53ts 32C tox: inconclusive; p53ts 39C tox: inconclusive; Imprint erasure: -14%[10.9 µM]; IkB signaling: inconclusive

Results for CCOc1ccccc1NC(=O)Cc1c(F)cccc1Cl ?
p53ts 32C tox: 18%; p53ts 39C tox: 9%

Results for Cn1c(C(=O)O)cc2cc(F)ccc21 ?
p53ts 32C tox: 6%; p53ts 39C tox: -3%; Imprint erasure: -3%; IkB signaling: 0.7%

How did Cc1cccc(NC(=O)C2CCCN(c3nc4ccccc4s3)C2)c1C (configuration not stated) do in these assays?
p53ts 32C tox: 12%; p53ts 39C tox: -16%; Imprint erasure: -5%[10.9 µM]; IkB signaling: inconclusive

What do the screens show for `CCOC(=O)c1ccc(N2C(=O)CC(N3CCN(Cc4ccccc4)CC3)C2=O)cc1` (configuration not stated)?
p53ts 32C tox: 0%; p53ts 39C tox: -3%; Imprint erasure: -12%; IkB signaling: 0.0%

How did O=C(NCCCN1CCC(Cc2ccccc2)CC1)C1CCC(=O)N1C1CCCC1 (configuration not stated) do in these assays?
p53ts 32C tox: -10%; p53ts 39C tox: 2%; Imprint erasure: -8%; IkB signaling: 0.6%

How did O=C(NCc1cccs1)C(Cc1ccccc1)n1cccc1 (configuration not stated) do in these assays?
p53ts 32C tox: 8%; p53ts 39C tox: 0%; Imprint erasure: -11%; IkB signaling: 8.0%

How did O=S(=O)(NCCc1cn2ccsc2n1)c1ccc(Cl)cc1 do in these assays?
p53ts 32C tox: -3%; p53ts 39C tox: -23%; Imprint erasure: -6%[10.9 µM]; IkB signaling: 4.4%

What do the screens show for `Cc1nn(-c2ccccc2)c2nc(N)c(C#N)c(-c3ccc(F)cc3)c12`?
p53ts 32C tox: -4%; p53ts 39C tox: -1%; Imprint erasure: -13%; IkB signaling: inconclusive

How did CCc1cccc(NC(c2ccccc2)c2nnc(-c3ccccc3F)o2)c1 (configuration not stated) do in these assays?
p53ts 32C tox: 19%; p53ts 39C tox: -17%; Imprint erasure: 8%[10.9 µM]; IkB signaling: inconclusive

How did COc1cccc(NC(=O)N(Cc2c[nH]c3ccccc23)C2CCCCCC2)c1 do in these assays?
p53ts 32C tox: 0%; p53ts 39C tox: inconclusive; Imprint erasure: 10%[10.9 µM]; IkB signaling: -0.1%

How did CCOC(=O)C1CCN(CCC(=O)Nc2cccc(Cl)c2C)CC1 do in these assays?
p53ts 32C tox: -6%; p53ts 39C tox: 4%; Imprint erasure: 3%; IkB signaling: 0.7%

How did CCCc1cc(=O)[nH]c(SCCOc2ccc(Cl)cc2)n1 do in these assays?
p53ts 32C tox: -3%; p53ts 39C tox: 1%; Imprint erasure: -7%; IkB signaling: -1.5%

Results for Cn1ccnc1C(O)(c1nnc(-c2ccccc2)o1)C(F)(F)F (configuration not stated) ?
p53ts 32C tox: 13%; p53ts 39C tox: 1%; Imprint erasure: 2%; IkB signaling: 1.5%

What do the screens show for `CCOC(=O)C1=C(C)Nc2nc(SCC(=O)OC)nn2C1c1cc(F)cc(F)c1` (configuration not stated)?
p53ts 32C tox: -1%; p53ts 39C tox: 10%; Imprint erasure: 4%; IkB signaling: 7.1%

How did CCOc1ccc(-c2nc(S(=O)(=O)c3ccccc3)c(NCc3cccnc3)o2)cc1 do in these assays?
p53ts 32C tox: -1%; p53ts 39C tox: -8%; Imprint erasure: -26%; IkB signaling: 6.3%

How did COc1ccc(C(=O)Nc2ccc(Cl)cc2C(=O)NCc2ccco2)cc1 do in these assays?
p53ts 32C tox: -6%; p53ts 39C tox: -9%

What do the screens show for `CSc1ncc(Cl)c(C(=O)Nc2c(C(=O)Nc3cccc(Cl)c3)oc3ccccc23)n1`?
p53ts 32C tox: 2%; p53ts 39C tox: -5%; Imprint erasure: -5%[10.9 µM]; IkB signaling: -2.8%

Results for CCc1ccc(NC(=O)CCS(=O)(=O)c2ccc3c(c2)n(C)c(=O)c(=O)n3C)cc1 ?
p53ts 32C tox: 1%; p53ts 39C tox: -3%; Imprint erasure: 1%[10.9 µM]; IkB signaling: 1.5%

How did O=C(CN1C(=O)C2CC=CCC2C1=O)OCCN1C(=O)c2ccccc2C1=O (configuration not stated) do in these assays?
p53ts 32C tox: 2%; p53ts 39C tox: -5%; Imprint erasure: -10%; IkB signaling: 0.4%

What do the screens show for `CCOc1cccc(CC(=O)Nc2ccc3nc(N4CCCCC4)cc(C)c3c2)c1OCC`?
p53ts 32C tox: 7%; p53ts 39C tox: 49%[activator]; Imprint erasure: -8%[10.9 µM]; IkB signaling: -2.3%

Results for COc1ccc(-n2c(=O)c3c(c4cc(OC)ccc4n3C)n(CCC(C)C)c2=O)cc1 ?
p53ts 32C tox: 5%; p53ts 39C tox: -4%; Imprint erasure: -5%[10.9 µM]; IkB signaling: -0.1%

How did CC1(C)O[C@H]2[C@@H](O1)[C@@H](C(=O)Nc1ccccc1O)O[C@@H]1OC(C)(C)O[C@@H]12 do in these assays?
p53ts 32C tox: -3%; p53ts 39C tox: -14%; Imprint erasure: 15%[10.9 µM]; IkB signaling: -1.4%

What do the screens show for `COC(=O)[C@@]1(Cc2ccccc2)[C@H]2c3cc(C(=O)N4CCCC4)n(C)c3C[C@H]2CN1C(=O)c1ccccc1`?
p53ts 32C tox: 8%; p53ts 39C tox: -12%; Imprint erasure: -8%

An excerpt from above in order of molar mass, rising:
How did CCCc1cc(=O)[nH]c(SCCOc2ccc(Cl)cc2)n1 do in these assays?
p53ts 32C tox: -3%; p53ts 39C tox: 1%; Imprint erasure: -7%; IkB signaling: -1.5%

How did CC1(C)O[C@H]2[C@@H](O1)[C@@H](C(=O)Nc1ccccc1O)O[C@@H]1OC(C)(C)O[C@@H]12 do in these assays?
p53ts 32C tox: -3%; p53ts 39C tox: -14%; Imprint erasure: 15%[10.9 µM]; IkB signaling: -1.4%

What do the screens show for `CCOC(=O)C1=C(C)Nc2nc(SCC(=O)OC)nn2C1c1cc(F)cc(F)c1` (configuration not stated)?
p53ts 32C tox: -1%; p53ts 39C tox: 10%; Imprint erasure: 4%; IkB signaling: 7.1%

Results for CCc1ccc(NC(=O)CCS(=O)(=O)c2ccc3c(c2)n(C)c(=O)c(=O)n3C)cc1 ?
p53ts 32C tox: 1%; p53ts 39C tox: -3%; Imprint erasure: 1%[10.9 µM]; IkB signaling: 1.5%

What do the screens show for `CCOc1cccc(CC(=O)Nc2ccc3nc(N4CCCCC4)cc(C)c3c2)c1OCC`?
p53ts 32C tox: 7%; p53ts 39C tox: 49%[activator]; Imprint erasure: -8%[10.9 µM]; IkB signaling: -2.3%

What do the screens show for `COC(=O)[C@@]1(Cc2ccccc2)[C@H]2c3cc(C(=O)N4CCCC4)n(C)c3C[C@H]2CN1C(=O)c1ccccc1`?
p53ts 32C tox: 8%; p53ts 39C tox: -12%; Imprint erasure: -8%

Carrying on.
What do the screens show for `CCOC(=O)c1cc2c(=O)n3ccccc3nc2n(Cc2ccc(Cl)cc2)c1=N`?
p53ts 32C tox: 4%; p53ts 39C tox: 11%; Imprint erasure: -1%; IkB signaling: -1.0%

How did c1nc(N2CCC3(CC2)OCCO3)c2[nH]cnc2n1 do in these assays?
p53ts 32C tox: -3%; p53ts 39C tox: 13%; Imprint erasure: 0%; IkB signaling: -1.0%

What do the screens show for `O=C(CCNS(=O)(=O)c1ccc2c(c1)CCN2C(=O)C1CC1)N1CCN(c2ccc(F)cc2)CC1`?
p53ts 32C tox: 3%; p53ts 39C tox: -3%; Imprint erasure: 10%[10.9 µM]; IkB signaling: 0.0%

What do the screens show for `CCc1ccc(-n2c(Cc3ccccc3)nnc2SCc2nc(-c3cccs3)no2)cc1`?
p53ts 32C tox: 22%; p53ts 39C tox: -27%; Imprint erasure: 19%[10.9 µM]; IkB signaling: 3.9%

Results for COc1ccc(Nc2nnc(Cc3ccccc3)c(=O)[nH]2)c(OC)c1 ?
p53ts 32C tox: 9%; p53ts 39C tox: 6%; Imprint erasure: -10%; IkB signaling: 2.4%

Results for Cc1ccc(S(=O)(=O)Oc2ccc(N=Nc3ccc(-c4ccc(N=Nc5c(O)ccc6cc(S(=O)(=O)O)cc(S(=O)(=O)O)c56)c(C)c4)cc3C)cc2)cc1 ?
p53ts 32C tox: -1%[1.84 µM]; p53ts 39C tox: -13%; Imprint erasure: -9%; IkB signaling: -8.2%

Results for CCC(=O)N1CCc2cc(S(=O)(=O)CCC(=O)Nc3ccc(Cl)c(C(F)(F)F)c3)ccc21 ?
p53ts 32C tox: -4%; p53ts 39C tox: 11%; Imprint erasure: 16%[10.9 µM]; IkB signaling: inconclusive

How did CCOc1ccc(NC(=O)Cn2ccn3nc(-c4ccc(OC)c(OC)c4)cc3c2=O)cc1 do in these assays?
p53ts 32C tox: 6%; p53ts 39C tox: 1%; Imprint erasure: -7%[10.9 µM]; IkB signaling: 1.5%

How did COc1cc(CO)cc(-c2cc(CO)cc(OC)c2OC)c1OC do in these assays?
p53ts 32C tox: 2%; p53ts 39C tox: -8%; Imprint erasure: 11%; IkB signaling: 0.7%

What do the screens show for `O=C(NCCc1ccccc1Cl)c1ccc2c(=O)n(-c3ccccc3)c(=O)[nH]c2c1`?
p53ts 32C tox: inconclusive; p53ts 39C tox: 7%; Imprint erasure: -9%[10.9 µM]; IkB signaling: 3.9%

Screening data deposited in PubChem by National Center for Advancing Translational Sciences (NCATS).
